Screens from PubChem BioAssay.
RAD52 inh: blocks human RAD52 DNA annealing | recombinant RAD52 DNA annealing, FRET fluorescence | P43351 | inhibition, % at 18.7 µM | 0.46% of 360,000 active;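 active means every replicate showing at least 50% inhibition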
Target sequence (P43351 whole entry, looked up): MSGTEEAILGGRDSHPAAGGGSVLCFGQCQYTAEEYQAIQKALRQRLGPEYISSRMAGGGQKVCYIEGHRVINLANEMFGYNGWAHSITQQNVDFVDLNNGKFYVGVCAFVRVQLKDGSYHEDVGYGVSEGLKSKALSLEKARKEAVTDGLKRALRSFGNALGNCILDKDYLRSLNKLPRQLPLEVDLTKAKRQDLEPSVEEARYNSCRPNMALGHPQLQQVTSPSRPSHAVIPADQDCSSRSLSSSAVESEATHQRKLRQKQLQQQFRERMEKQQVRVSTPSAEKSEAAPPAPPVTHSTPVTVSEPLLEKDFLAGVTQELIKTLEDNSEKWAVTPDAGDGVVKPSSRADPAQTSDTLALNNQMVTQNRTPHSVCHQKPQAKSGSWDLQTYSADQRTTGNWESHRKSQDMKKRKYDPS
Xi reactivation: X-chromosome reactivation activator; AID 743238; XiGFP mouse fibroblasts, % GFP-positive cells imaging, 3 d; cells co-treated with 5-aza-dC sensitizer; scaled so ellipticine positive control = 100%; activation, % at 7.58 µM; 0.055% of 360,000 active;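 active means mean normalized replicate activation at least 10% and every replicate at or above 10%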;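 further: 0% = median of on-plate neutral control wells and 100% = ellipticine 6 µM median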
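System: 68-5-11 XiGFP fibroblast line; Timing: 3 days compound exposure; Compound dosing: one concentration, pinned; Benchmarks: positive control ellipticine, 6 µM final; Buffer or medium: DMEM containing 5-aza-dC.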
ERAP1 HTS inh: blocks human ERAP1 aminopeptidase activity | Q9NZ08 | recombinant ERAP1, Leu-AMC fluorescence, 60 min | inhibition, % at 10.7 µM | 0.15% of 340,000 active;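 active means mean replicate inhibition of at least 30%, or all replicates individually reaching that 30% level; inactive means mean below 30% and not every replicate reaching it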;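 further: 0% = neutral control wells and 100% = L-leucinethiol positive control wells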
E-selectin induc: E-selectin induction on HUVECs; 0.37% of 260,000 active; activation, % at 7.58 µM; HUVEC E-selectin immunofluorescence imaging; normalized: neutral wells 0, TNF-alpha wells 100;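 active means mean E-selectin-positive cell signal at least 10% of the positive control, reached in at least 60% of replicates, without over 20% cell loss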;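 further: in these data hits start at about 27%; measured in HUVEC primary endothelial cells; signal is the percent of cells scored E-selectin positive by PE staining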
Target sequence (P16581 whole entry, looked up): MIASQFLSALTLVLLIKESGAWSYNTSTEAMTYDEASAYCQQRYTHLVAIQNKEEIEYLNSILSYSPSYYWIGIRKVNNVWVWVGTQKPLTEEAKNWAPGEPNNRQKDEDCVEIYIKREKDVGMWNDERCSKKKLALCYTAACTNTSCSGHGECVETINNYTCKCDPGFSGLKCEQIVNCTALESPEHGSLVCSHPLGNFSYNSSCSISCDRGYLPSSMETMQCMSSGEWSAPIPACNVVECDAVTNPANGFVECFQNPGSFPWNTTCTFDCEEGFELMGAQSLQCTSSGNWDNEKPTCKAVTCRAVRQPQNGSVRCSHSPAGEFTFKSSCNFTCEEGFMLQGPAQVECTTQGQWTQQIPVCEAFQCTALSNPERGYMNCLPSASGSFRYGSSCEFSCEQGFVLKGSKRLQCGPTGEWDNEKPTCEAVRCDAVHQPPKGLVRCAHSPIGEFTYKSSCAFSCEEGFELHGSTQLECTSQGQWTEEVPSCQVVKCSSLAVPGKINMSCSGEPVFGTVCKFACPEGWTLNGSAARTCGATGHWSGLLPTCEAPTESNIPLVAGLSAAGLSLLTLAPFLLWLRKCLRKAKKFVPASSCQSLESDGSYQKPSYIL
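Assay system: HUVEC, human umbilical vein endothelial cells / Amount: 3,000 HUVEC/well / Controls: TNF-alpha positive control, DMSO neutral control / Compound dosing: single concentration / Medium: EGM-2 over gelatin coat / Evaluation: percent E-selectin-positive cells / Signal: immunofluorescence imaging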
ERp5 inh: blocks human ERp5 reductase activity on insulin; Q15084; ERp5 insulin aggregation, absorbance 650 nm, 90 min; inhibition, % at 9.99 µM; 0.05% of 350,000 active;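 active means mean replicate inhibition above about 25%, with every replicate also reaching it, limit read from the data, passing the limit was not always enough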
RAD54 inh: RAD54 (human) branch migration inhibition | Q92698 | AID 602329 | 0.14% of 360,000 active | inhibition, % at 10.4 µM | RAD54 Holliday junction branch migration, FAM/BHQ fluorescence;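 active means mean normalized replicate activity at least 40 and at least half of replicates scoring 40 or more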;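 further: 0% = median of neutral control wells and 100% = median of positive control wells; inhibitors cause a drop in the FAM fluorescence signal; in these data hits start at about 50%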
S100A4 MyoIIA: blocks human S100A4 binding to myosin IIA peptide; P26447; S100A4/TAMRA-MyoIIA peptide fluorescence polarization; inhibition, % at 10.7 µM; 0.14% of 360,000 active;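 active means mean inhibition of at least 70% across replicates, with every replicate also reaching that level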
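Material: S100A4 monomer (human). Medium: Calcium-containing HEPES buffer, pH 7.2. Probe or stimulus: labelled myosin peptide probe, 5 nM. Compound dosing: one concentration per compound. Timing: polarization read 5 min after assay mix addition, stable 5–60 min. Benchmarks: DMSO as neutral control, TFP as positive control.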
esBAF inh: blocks esBAF chromatin remodeling in mouse ES cells; 2% of 350,000 active; reporter increase, % at 12.5 µM; Bmi1-luciferase knock-in reporter, 24 h; 100% = twice the neutral-well signal; in the data active means activation above about 40%;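 further: 0% = median of the plate's neutral control wells and 100% = double that signal; a rise in the Bmi1 reporter signal indicates esBAF inhibition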
* hit, by the source's call.

Results for C[C@H]1CN([C@@H](C)CO)C(=O)c2cc(-c3ccccc3)cnc2O[C@@H]1CN(C)C(=O)Nc1ccccc1F ?
RAD52 inh: 12; Xi reactivation: 0.2; ERAP1 HTS inh: -7; E-selectin induc: -0.2; ERp5 inh: 8; RAD54 inh: 1; S100A4 MyoIIA: -9; esBAF inh: -3

Results for C[C@H]1CN([C@@H](C)CO)C(=O)c2cc(NC(=O)Nc3ccc4c(c3)OCO4)ccc2O[C@@H]1CN(C)Cc1ccc(C(=O)O)cc1 ?
RAD52 inh: -3; Xi reactivation: 0.1; ERAP1 HTS inh: 0; ERp5 inh: -4; RAD54 inh: 5; S100A4 MyoIIA: 3; esBAF inh: -2

What do the screens show for `COC(=O)c1sc(NC(=O)c2ccc([N+](=O)[O-])o2)c(C#N)c1C`?
RAD52 inh: -9; Xi reactivation: 0.0; ERAP1 HTS inh: 2; ERp5 inh: 3; S100A4 MyoIIA: 4; esBAF inh: -10

What do the screens show for `CCOc1cccc(NC(=O)c2cccc(F)c2)c1`?
RAD52 inh: -6; Xi reactivation: 0.2; ERAP1 HTS inh: -3; E-selectin induc: 4.6; ERp5 inh: 8; S100A4 MyoIIA: -1; esBAF inh: 22

What do the screens show for `COc1ccc(CC2C(=O)NC(C)C(=O)N(C)C3Cc4ccc(cc4)Oc4cc(ccc4O)CC(C(=O)NC(C)C(=O)NC(C)C(=O)N2C)N(C)C3=O)cc1` (stereo unspecified)?
RAD52 inh: -8; Xi reactivation: -0.1; ERAP1 HTS inh: -1; E-selectin induc: -0.6; ERp5 inh: -7; S100A4 MyoIIA: 13

What do the screens show for `CCOc1ccc2nc(N/C(N)=N/C(=S)Nc3ccc(C)c(C)c3)nc(C)c2c1`?
RAD52 inh: 33; Xi reactivation: 0.0; ERAP1 HTS inh: -5; ERp5 inh: 2; S100A4 MyoIIA: -3

What do the screens show for `C[C@@H]1CN([C@H](C)CO)C(=O)c2cc(NC(=O)CCN3CCOCC3)ccc2O[C@H]1CN(C)S(=O)(=O)c1cn(C)cn1`?
RAD52 inh: -12; Xi reactivation: 0.2; ERAP1 HTS inh: 4; E-selectin induc: 0.0; ERp5 inh: -1; RAD54 inh: -1; S100A4 MyoIIA: 6; esBAF inh: 2

Results for C/C(=N\N1CCN(C2c3ccccc3-c3ccccc32)CC1)c1ccco1 ?
RAD52 inh: 8; Xi reactivation: 0.2; ERAP1 HTS inh: 6; E-selectin induc: 0.3; ERp5 inh: -2; S100A4 MyoIIA: 17

Results for CCOC(=O)N1CCN(C(=O)c2c[nH]c3ccc(S(=O)(=O)N(C)c4cccc(C)c4)cc3c2=O)CC1 ?
RAD52 inh: -29; Xi reactivation: 0.2; ERAP1 HTS inh: 1; ERp5 inh: 7; RAD54 inh: -10; S100A4 MyoIIA: 20; esBAF inh: -4

How did CCOC(=O)c1sc(=S)n(-c2cccc(C(F)(F)F)c2)c1SC do in these assays?
RAD52 inh: -3; ERAP1 HTS inh: -4; ERp5 inh: -3; RAD54 inh: 6; S100A4 MyoIIA: 0; esBAF inh: -9

How did CCOC(=O)c1sc(N(Cc2ccccc2)C(=O)COC(=O)c2ccccc2O)nc1C do in these assays?
RAD52 inh: -5; Xi reactivation: 0.0; ERAP1 HTS inh: 3; ERp5 inh: 2; S100A4 MyoIIA: 1

How did C[C@]12C=CC(=O)C=C1CC[C@@H]1C2=CC[C@]2(C)[C@@H](C(=O)CN3CCN(c4cc(N5CCCC5)nc(N5CCCC5)n4)CC3)CC[C@@H]12 do in these assays?
RAD52 inh: -23; Xi reactivation: 0.0; ERAP1 HTS inh: -3; E-selectin induc: 2.9; ERp5 inh: 2; RAD54 inh: -12; S100A4 MyoIIA: -14; esBAF inh: 2

Results for CN(C)C(=O)c1cccc(-c2ccc3c(c2)[C@H]2[C@H](CCN2Cc2ccccc2F)[C@H](CO)N3)c1 ?
Xi reactivation: 0.0; E-selectin induc: 1.3; RAD54 inh: -4; esBAF inh: 10

How did C[C@@H]1CN([C@@H](C)CO)C(=O)Cc2cc(NC(=O)C3CC3)ccc2O[C@H]1CN(C)Cc1ccc(Oc2ccccc2)cc1 do in these assays?
RAD52 inh: 8; Xi reactivation: -0.1; ERAP1 HTS inh: 2; E-selectin induc: -3.2; ERp5 inh: -2; RAD54 inh: 1; S100A4 MyoIIA: -5; esBAF inh: 6

Results for C[C@H](CO)N1C[C@H](C)[C@@H](CN(C)Cc2ccc(C(=O)O)cc2)Oc2ccc(NS(=O)(=O)c3ccccc3)cc2C1=O ?
RAD52 inh: 16; Xi reactivation: 0.0; ERAP1 HTS inh: 0; E-selectin induc: 19; ERp5 inh: -2; RAD54 inh: 3; S100A4 MyoIIA: 5; esBAF inh: -1

What do the screens show for `O=C(Nc1ccccc1F)N1C[C@H]2[C@@H](c3ccccc31)[C@@H](CO)N2C(=O)C1CC1`?
RAD52 inh: -6; Xi reactivation: 0.0; ERAP1 HTS inh: -3; E-selectin induc: 0.7; ERp5 inh: -2; RAD54 inh: 0; S100A4 MyoIIA: 7; esBAF inh: 26

How did CC(C)OCCCNC(=O)CN1C(=O)COc2ccc(S(=O)(=O)N3CCCCCC3)cc21 do in these assays?
RAD52 inh: -9; Xi reactivation: 0.3; ERAP1 HTS inh: 0; E-selectin induc: 0.0; ERp5 inh: 6; RAD54 inh: -16; S100A4 MyoIIA: 1; esBAF inh: 0

Results for CCOc1ccccc1N1CCN(CC(=O)Nc2ccccc2C(=O)NC2CC2)CC1 ?
RAD52 inh: -5; Xi reactivation: 0.3; ERAP1 HTS inh: 1; E-selectin induc: -0.7; ERp5 inh: 3; RAD54 inh: 17; S100A4 MyoIIA: -4; esBAF inh: 2

What do the screens show for `C=CCOc1ccccc1CN1CCC(n2nccc2NC(=O)C2CC2)CC1`?
RAD52 inh: -7; Xi reactivation: 0.0; ERAP1 HTS inh: -4; E-selectin induc: 1.0; ERp5 inh: -6; RAD54 inh: 1; S100A4 MyoIIA: -3

Results for Cc1ccccc1C(=O)NCCCNC(=O)c1ccccn1 ?
RAD52 inh: -6; Xi reactivation: 0.0; ERAP1 HTS inh: 2; ERp5 inh: 4; RAD54 inh: -6; S100A4 MyoIIA: 2; esBAF inh: -3

How did CCOc1ccc(C(=O)Nc2ccc(S(=O)(=O)N3C[C@@H]4C[C@@H](C3)c3cccc(=O)n3C4)cc2)cc1 do in these assays?
RAD52 inh: -10; ERAP1 HTS inh: 0; ERp5 inh: -11; RAD54 inh: -3; S100A4 MyoIIA: -2; esBAF inh: 7

How did COC(=O)C(=O)C1CCc2c(Cl)cc(OC)c(OC)c2C1=O (stereo unspecified) do in these assays?
RAD52 inh: -20; Xi reactivation: 0.8; ERAP1 HTS inh: -5; ERp5 inh: 4; S100A4 MyoIIA: -4

What do the screens show for `CCCCN1CC(COCc2ccccc2)Oc2cccc(N3CCCCC3)c2S1(=O)=O` (stereo unspecified)?
RAD52 inh: -88; Xi reactivation: 0.0; E-selectin induc: 0.0; ERp5 inh: -4; S100A4 MyoIIA: -8

Results for Cc1ccccc1NC(=O)C1CCN(S(=O)(=O)c2ccc3c(c2)NC(=O)C(C)S3)CC1 (stereo unspecified) ?
RAD52 inh: -236; Xi reactivation: 0.2; ERAP1 HTS inh: -8; ERp5 inh: -12; RAD54 inh: 0; S100A4 MyoIIA: 111*; esBAF inh: 1

How did CC(C)OP(=O)(c1ccccc1)c1ccccc1 do in these assays?
RAD52 inh: -9; Xi reactivation: 0.0; ERAP1 HTS inh: -3; ERp5 inh: 1; RAD54 inh: -7; S100A4 MyoIIA: 10

Results for Cc1ccc(CNC(=O)COC(=O)COc2ccc(C#N)cc2)cc1 ?
RAD52 inh: 3; Xi reactivation: 0.3; ERAP1 HTS inh: 1; E-selectin induc: -1.9; ERp5 inh: 1; RAD54 inh: 12; S100A4 MyoIIA: -9; esBAF inh: 2

How did CCCN(c1ccccc1C(=O)O)S(=O)(=O)c1ccc2c(c1)n(C)c(=O)n2C do in these assays?
RAD52 inh: -14; Xi reactivation: 0.0; ERAP1 HTS inh: 1; ERp5 inh: 3; RAD54 inh: 13; S100A4 MyoIIA: -6; esBAF inh: -4

What do the screens show for `CN1CCN(C(=O)C[C@H]2CC[C@H]3[C@@H](COC[C@@H](O)CN3Cc3cccc(-c4ccncc4)c3)O2)CC1`?
RAD52 inh: 4; Xi reactivation: 0.1; ERAP1 HTS inh: 1; E-selectin induc: 0.5; ERp5 inh: -1; RAD54 inh: 9; S100A4 MyoIIA: 12; esBAF inh: 9

Results for CC(C)c1ccc(OCC(=O)N2CCN(c3ccccn3)CC2)c(Br)c1 ?
RAD52 inh: -6; Xi reactivation: 0.1; ERAP1 HTS inh: 1; E-selectin induc: 9.1; ERp5 inh: -3; RAD54 inh: -5; S100A4 MyoIIA: -3; esBAF inh: 1

Results for CN(CCCNC(=O)C1CCC(=O)N1Cc1ccc(F)cc1)c1ccccc1 (stereo unspecified) ?
RAD52 inh: -1; Xi reactivation: -0.1; ERAP1 HTS inh: 5; E-selectin induc: -0.4; ERp5 inh: 17; RAD54 inh: 1; S100A4 MyoIIA: 2; esBAF inh: -8

How did CC(C)COc1ccc(C(=O)NNC(=O)CCC(=O)c2cccs2)cc1 do in these assays?
RAD52 inh: -6; Xi reactivation: 0.4; ERAP1 HTS inh: 4; E-selectin induc: 9.1; ERp5 inh: -12; RAD54 inh: -10; S100A4 MyoIIA: -9; esBAF inh: 2

What do the screens show for `O=C(C1CCCCC1)N1CC(=O)N2[C@H](CO)[C@H](c3ccc(-c4cccnc4)cc3)[C@H]2C1`?
RAD52 inh: -12; Xi reactivation: 0.3; ERAP1 HTS inh: -2; E-selectin induc: 0.5; ERp5 inh: -1; S100A4 MyoIIA: 4

What do the screens show for `COc1cccc(CC2(CO)CCCN(Cc3ccc(OC)c(C)c3OC)C2)c1` (stereo unspecified)?
RAD52 inh: -45; Xi reactivation: 0.1; ERAP1 HTS inh: -2; E-selectin induc: 0.2; ERp5 inh: 7; RAD54 inh: 0; S100A4 MyoIIA: -2; esBAF inh: -12

Results for CC(C)n1cc(/C=C2\NC(=O)N(c3cccc(Cl)c3)C2=O)c2ccccc21 ?
RAD52 inh: -15; ERAP1 HTS inh: 4; ERp5 inh: 1; RAD54 inh: 4; S100A4 MyoIIA: 1; esBAF inh: -10

What do the screens show for `CCOc1c2ccc(C(=O)NCc3ccco3)cc2nn1CC`?
Xi reactivation: 0.0; E-selectin induc: 0.0; RAD54 inh: -7; esBAF inh: -6

Two entries picked at random from those above, as already listed:
How did CCCN(c1ccccc1C(=O)O)S(=O)(=O)c1ccc2c(c1)n(C)c(=O)n2C do in these assays?
RAD52 inh: -14; Xi reactivation: 0.0; ERAP1 HTS inh: 1; ERp5 inh: 3; RAD54 inh: 13; S100A4 MyoIIA: -6; esBAF inh: -4

Results for C[C@H]1CN([C@@H](C)CO)C(=O)c2cc(-c3ccccc3)cnc2O[C@@H]1CN(C)C(=O)Nc1ccccc1F ?
RAD52 inh: 12; Xi reactivation: 0.2; ERAP1 HTS inh: -7; E-selectin induc: -0.2; ERp5 inh: 8; RAD54 inh: 1; S100A4 MyoIIA: -9; esBAF inh: -3
